Compound activity: PubChem, several laboratories
AHR activator = human AHR activation; P35869; AHR-responsive luciferase reporter cells, luminescence; activation, % at 5 µM; 2.5% of 320,000 active; AID 2796; in the data active means activation above about 47%;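 further: 0% = vehicle wells and 100% = reference agonist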
MEP2-GFP yeast = alters MEP2-GFP fluorescence in TOR pathway yeast screen. GFP response vs DMSO, % at 10 µM. 0.51% of 330,000 active. AID 2016. S. cerevisiae MEP2-GFP strain, flow cytometry GFP, 3 h; 100% = DMSO control level;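 active means GFP response versus DMSO above a set limit, roughly screen mean plus 3 SD, cut at about 180% in these data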;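 further: median GFP fluorescence of the barcode-gated MEP2-GFP cells per well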
proCasp7 act = activates human procaspase-7, counter-screen for procaspase-3 activators; recombinant procaspase-7, Ac-DEVD-pNA absorbance 405 nm; D23A/D198A/D206A triple mutant, cannot self-cleave; scale: DMSO 0, 5 µM enzyme 100; activation, % at 8.5 µM; 0.093% of 330,000 active; AID 463210;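 active means percent activation above the screen-wide mean plus 3 SD, cut at about 25% in these data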
Target sequence (P55210 whole entry D23A/D198A/D206A): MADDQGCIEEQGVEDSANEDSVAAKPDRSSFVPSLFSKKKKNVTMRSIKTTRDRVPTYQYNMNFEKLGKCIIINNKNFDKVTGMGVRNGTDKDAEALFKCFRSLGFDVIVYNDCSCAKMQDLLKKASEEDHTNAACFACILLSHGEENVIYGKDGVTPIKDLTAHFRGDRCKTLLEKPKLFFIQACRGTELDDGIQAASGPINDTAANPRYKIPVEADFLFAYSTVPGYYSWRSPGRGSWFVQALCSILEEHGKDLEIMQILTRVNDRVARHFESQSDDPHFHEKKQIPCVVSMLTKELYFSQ
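Assay system: Uncleavable procaspase-7 mutant enzyme | Input: 2 µM procaspase-7 mutant as dispensed | Timing: 1 h compound preincubation, 2 h substrate cleavage, 25 °C | Repeats: One well per compound | Control set: DMSO wells as 0%, DMSO with 5 µM added PC-7 as 100% | Technique: Epi-absorbance of released pNA at 405 nm, two timepoints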
CIT2-GFP yeast = alters CIT2-GFP fluorescence in TOR pathway yeast screen; S. cerevisiae CIT2-GFP strain, flow cytometry, 3 h; 100 means same as DMSO wells; AID 2029; GFP response vs DMSO, % at 10 µM; 0.065% of 320,000 active;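 active means GFP response relative to DMSO above a set limit, near the screen mean plus 3 SD, cut at about 150% in these data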;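 further: ratio of well median GFP fluorescence to mean of DMSO wells on the plate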
RPL19A TOR yeast = modulators of TOR pathway RPL19A-GFP in S. cerevisiae | S. cerevisiae RPL19A-GFP strain, flow cytometry, 3 h; active compounds read low | percent response vs DMSO, % at 10 µM | 0.3% of 330,000 active | AID 2025;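 active means percent response vs DMSO below 50%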;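 further: median channel GFP fluorescence of the barcoded RPL19A-GFP strain; ratio of sample median GFP to plate DMSO average so 100% = DMSO; lower means less RPL19A-GFP as with rapamycin TOR inhibition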
LAP4 TOR yeast = yeast TOR pathway LAP4-GFP modulation; S. cerevisiae LAP4-GFP multiplex, flow cytometry GFP, 3 h; median GFP as percent of DMSO wells; GFP response vs DMSO, % at 10 µM; 0.34% of 320,000 active;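 active means GFP response vs DMSO above a set limit, about the screen mean plus 3 SD, cut at about 150% in these data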
procasp3 activ = activators of human procaspase-3. P42574. recombinant procaspase-3 D3A, Ac-DEVD-pNA absorbance 405 nm. activation, % at 8.5 µM. 0.11% of 330,000 active. AID 463141;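 active means activation above the mean of all tested compounds plus 3 SD, cut at about 21% in these data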;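 further: 0% = DMSO alone and 100% = DMSO wells spiked with extra 5 µM PC-3 D3A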
Target sequence (P42574 whole entry D9A/D28A/D175A): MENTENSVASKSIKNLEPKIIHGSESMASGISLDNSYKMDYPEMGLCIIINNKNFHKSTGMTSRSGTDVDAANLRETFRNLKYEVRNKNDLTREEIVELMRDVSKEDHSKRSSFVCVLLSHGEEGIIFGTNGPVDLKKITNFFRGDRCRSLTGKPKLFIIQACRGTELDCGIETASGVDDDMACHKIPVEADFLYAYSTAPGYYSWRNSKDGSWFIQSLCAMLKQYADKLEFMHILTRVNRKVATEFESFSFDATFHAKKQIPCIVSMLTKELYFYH
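material = Procaspase-3 D3A mutant | probe or stimulus = Ac-DEVD-pNA | compound = single dose, 8.5 µM nominal compound, 0.8% DMSO | timing = 1 h preincubation, 2 h reaction | measured by = 405 nm absorbance of p-nitroaniline, reads at 0 and 120 min | benchmarks = DMSO-only low control, 5 µM PC-3 D3A high control | repeats = singlicate, each compound tested once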
AGP1-GFP MLPCN = alters AGP1-GFP fluorescence in TOR pathway yeast screen | GFP response vs DMSO, % at 10 µM | S. cerevisiae AGP1-GFP multiplex flow cytometry, 3 h; GFP as percent of DMSO wells | 0.02% of 320,000 active;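 active means GFP response relative to DMSO above a set limit, near screen average plus 3 SD, cut at about 150% in these data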;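 further: median GFP channel fluorescence of the gated AGP1 strain per well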
* marks the source's active call; other numbers are inactive results; . = not tested or not shown. Compounds as they come; any-hit rate near 3.5%.

SMILES	AHR activator	MEP2-GFP yeast	proCasp7 act	CIT2-GFP yeast	RPL19A TOR yeast	LAP4 TOR yeast	procasp3 activ	AGP1-GFP MLPCN
Cc1ccc(C2Nc3ccccc3NC3=C2C(=O)CC(C)(C)C3)c(O)c1 (stereo not drawn)	11	101	-6	90	98	103	-3	96
CCn1c(/C(C#N)=C(\O)CCc2ccccc2)nc2ccccc21	0	105	0	97	99	102	1	103
CCOC(=O)c1c(C)n(C(=O)c2ccco2)c(=O)n1C(=O)c1ccco1	0	94	3	81	93	92	7	86
CCNC(=O)CSc1nc2ccccc2c(=O)n1-c1cc(OC)ccc1OC	0	108	10	105	98	107	4	106
OC(Cn1ccnc1)c1ccc(Cl)cc1Cl (stereo not drawn)	8	100	-6	95	95	101	1	97
O=C1CC(N2CCN(c3cccc(C(F)(F)F)c3)CC2)C(=O)N1c1ccc(F)cc1 (stereo not drawn)	3	106	-10	110	104	107	-15	106
Cc1ccc(/C=C/C(=O)c2ccccc(=O)c2O)cc1C	0	106	-13	75	81	118	-10	58
Cc1cccc(C(=O)c2ccccc2C(=O)O)c1	2	100	3	92	100	110	4	103
Cn1nccc1NC(=O)CSCC(=O)O	-1	102	3	88	98	97	-6	75
CCOC(=O)c1c(NC(=O)CN2C(=O)C(=O)N(C(C)C)C2=O)sc(C)c1CC	2	103	-5	94	98	100	-1	97
O=C(N/N=C/c1ccsc1)c1cc(O)cc(O)c1	6	104	-3	98	100	99	9	104
Cc1ccc2c([N+](=O)[O-])cccc2n1	11	96	0	95	99	88	5	99
COc1ccccc1CCNC(=O)c1cnn2c(C(F)F)cc(C)nc12	18	97	-4	89	105	95	5	99
O=C(OCC(=O)N1CCN(c2ccccc2)CC1)c1ccc2ccccc2n1	10	97	5	96	98	99	4	97
COc1cc(/C=N/NC2=NC(C)(C)Cc3ccccc32)cc(OC)c1OC	15	99	-3	109	96	97	4	103
[N-]=[N+]=CC(=O)c1ccnc(C(=O)C=[N+]=[N-])c1	-1	95	-6	91	96	94	0	93
O=C(CN(C(=O)C1CSC(=O)C1)c1ccc(F)cc1)NCc1ccc2c(c1)OCO2 (stereo not drawn)	0	99	-4	103	99	98	-6	106
Cc1cc(SCc2cc(=O)n3ccsc3n2)nc2ccccc12	14	126	0	118	102	114	3	116
O=c1[nH]c(CN2CCN(c3ccccc3)CC2)nc2scc(-c3ccccc3)c12	3	105	11	112	104	99	3	110
O=C(c1ccccc1)N1CCC(c2nc3c(nnn3Cc3ccco3)c(=O)[nH]2)CC1	-2	94	-1	94	94	99	4	95

Only CIT2-GFP yeast, for some of the entries so far:
Compound	CIT2-GFP yeast
O=C1CC(N2CCN(c3cccc(C(F)(F)F)c3)CC2)C(=O)N1c1ccc(F)cc1 (stereo not drawn)	110
Cc1ccc(/C=C/C(=O)c2ccccc(=O)c2O)cc1C	75
Cc1cccc(C(=O)c2ccccc2C(=O)O)c1	92
Cn1nccc1NC(=O)CSCC(=O)O	88
CCOC(=O)c1c(NC(=O)CN2C(=O)C(=O)N(C(C)C)C2=O)sc(C)c1CC	94
O=C(N/N=C/c1ccsc1)c1cc(O)cc(O)c1	98
Cc1ccc2c([N+](=O)[O-])cccc2n1	95

Continued.
SMILES	AHR activator	MEP2-GFP yeast	proCasp7 act	CIT2-GFP yeast	RPL19A TOR yeast	LAP4 TOR yeast	procasp3 activ	AGP1-GFP MLPCN
CC1Cc2cc(S(=O)(=O)NCc3ccccc3)ccc2N1C(=O)C1CC1 (stereo not drawn)	3	94	8	98	98	94	3	98
CCOc1ccc(-c2nc(N)ncc2Oc2ccc(OC)cc2)c(O)c1	8	106	3	106	101	101	3	104
CCCc1n[nH]c(=O)c2c1nnn2Cc1ccccc1	5	116	2	103	106	102	-2	102
CC(C)CCn1nnnc1C(c1ccccc1F)N1CCC(C(N)=O)CC1 (stereo not drawn)	1	96	10	96	95	90	-15	95
O=S(=O)(N[C@H]1C[C@@H](NS(=O)(=O)OCC(Cl)(Cl)Cl)C2CCCCC21)OCC(Cl)(Cl)Cl (stereo partly drawn)	8	91	-3	67	90	109	-2	76
CCOC(=O)c1sc(Nc2nc(C)cc(C)n2)nc1C	25	87	7	104	92	99	3	91
CC(OC(=O)C1CC1)C(=O)Nc1cccc(S(=O)(=O)N2CCOCC2)c1 (stereo not drawn)	1	97	4	107	96	97	1	103
COc1ccc2c3c([nH]c2c1)C(C)N(CCC(=O)NN)CC3 (stereo not drawn)	.	114	.	104	109	100	.	107
O=C(Nc1cc(S(=O)(=O)N2CCCC2)ccc1OCC(F)(F)F)c1ccccc1F	-1	108	5	98	102	101	0	98
C=CCN1N=C(c2ccc(Cl)s2)CSC1=O	-4	102	0	102	107	98	9	95
CCCCC(=O)Nc1cccc(NC(=O)c2ccc(Br)cc2)c1	5	102	-9	98	98	102	3	98
O=c1[nH]c(SCc2ccccc2Cl)nc2c1CCCC2	10	99	-5	99	99	103	0	100
CC(C)N1CCN(Cc2ccc(C#CC(C)(C)O)s2)CC1CCO (stereo not drawn)	0	105	-33	105	105	109	-3	114
CC(=O)Nc1nc(-c2cccs2)cs1	13	100	1	110	96	99	6	90
CC(C)(C)NC(=O)CN(Cc1cccnc1)C(=O)c1csnn1	1	108	9	109	99	101	11	103
O=C(CN1C(=O)COCC1=O)N1CCOCC1	-4	96	5	103	99	86	-2	103
CCN1CCN(CCNC(=O)c2ccc(/C=C3/Sc4ccccc4N(Cc4cccc(Cl)c4)C3=O)cc2)CC1	3	102	-2	95	97	127	-8	99
Cc1ccc(NS(=O)(=O)c2c(C(=O)N3CCCCCC3)c(C)n(C)c2C)cc1C	2	106	4	100	95	95	11	97
CCCc1cc(=O)n(-c2nc3ccccc3s2)[nH]1	28	90	-11	92	91	159*	-9	93
Cn1c(CNC(=O)c2ccccc2F)nnc1SCc1ccc(Cl)cc1	3	91	6	88	93	96	4	89

A draw from above in order of formula weight, smallest number first.
SMILES	AHR activator	MEP2-GFP yeast	proCasp7 act	CIT2-GFP yeast	RPL19A TOR yeast	LAP4 TOR yeast	procasp3 activ	AGP1-GFP MLPCN
O=C(CN1C(=O)COCC1=O)N1CCOCC1	-4	96	5	103	99	86	-2	103
CC1Cc2cc(S(=O)(=O)NCc3ccccc3)ccc2N1C(=O)C1CC1 (stereo not drawn)	3	94	8	98	98	94	3	98
CC(OC(=O)C1CC1)C(=O)Nc1cccc(S(=O)(=O)N2CCOCC2)c1 (stereo not drawn)	1	97	4	107	96	97	1	103

(continued)
SMILES	AHR activator	MEP2-GFP yeast	proCasp7 act	CIT2-GFP yeast	RPL19A TOR yeast	LAP4 TOR yeast	procasp3 activ	AGP1-GFP MLPCN
C=CCOc1ccc(NC(=O)C2CC(=O)N(C(C)C)C2)cc1 (stereo not drawn)	11	101	10	96	99	97	2	98
C/C(CC(=O)NC12CC3CC(CC(C3)C1)C2)=N\NC(=O)c1ccc(C)cc1	4	105	10	82	94	123	7	103
COC(=O)c1c(O)cc(=O)n2c1CCCCC2	-2	88	2	87	88	99	1	94
CCc1ccc(N(CC(=O)NC2CCCC2)C(=O)CCC(=O)Nc2ccccn2)cc1	1	100	-6	94	102	82	-3	93
CCOc1cccc(C2C(C(=O)c3ccc(C)o3)=C(O)C(=O)N2Cc2ccncc2)c1 (stereo not drawn)	1	102	-45	100	102	104	-11	101
O=C(Oc1ccc(Cl)c2cccnc12)C12CC3CC(CC(C3)C1)C2	19	87	-2	101	105	96	-4	97
CCCNCc1cc(OCC)c(OCC(=O)Nc2ccccc2)cc1Br	18	99	10	100	98	97	2	102
CC1(C)Nc2ccccc2N(CC(=O)N2CCCCC2)C1=O	2	93	11	87	90	89	-3	91
COc1ccc(NC(=S)Nc2cccc(Cl)c2Cl)cc1OC	6	100	-16	76	100	98	-8	99
CSc1ccc(NC(=O)c2cccnc2)cc1C#N	5	99	3	106	111	105	-2	114
CCN(c1ccccc1)S(=O)(=O)c1ccc(NCC2COc3ccccc3O2)nc1 (stereo not drawn)	1	151	-3	103	73	105	2	76
O=C(CCCCC(=O)Nc1ccccc1)Nc1ccccc1	1	107	5	108	106	99	-1	104
COC(=O)c1cc(S(=O)(=O)N2c3ccccc3CC2C)c[nH]1 (stereo not drawn)	1	97	1	96	97	94	0	100
O=C(CNC(=O)c1ccco1)Nc1ccc(Br)cc1	8	103	-1	109	106	92	3	103
O=C(COC(=O)c1ccccc1C(=O)c1ccccc1)Nc1ccc(SC(F)F)cc1	7	96	5	95	102	89	8	93
COCCN(Cc1cc2cc(C)c(C)cc2nc1Cl)C(=O)N1CCOCC1	9	100	-4	98	94	92	1	95
C/C(CCC1CC(C)OC1=O)=N\NC(N)=S (stereo not drawn)	0	98	1	99	97	96	7	105
CCn1c(CNC(=O)c2ccco2)nnc1SCC(=O)Nc1cc(C(F)(F)F)ccc1Cl	-2	104	10	104	101	104	6	104
O=C(COC(=O)CCc1ccc(S(=O)(=O)N2CCOCC2)cc1)NCc1ccc(Cl)cc1	-1	97	4	98	91	102	-3	98
CC(C)(C)c1ccc(-c2nc(C#N)c(NCc3ccncc3)o2)cc1	23	93	2	97	88	92	5	89
O=C(Nc1c(C(=O)Nc2cccc3ccccc23)cnn1-c1ccccc1)c1ccco1	2	108	4	107	103	104	5	106
Cc1cc(C)c(S(=O)(=O)N2CCOC2CNC(=O)C(=O)NCc2cccnc2)c(C)c1 (stereo not drawn)	4	103	-4	94	94	112	4	94
CCOc1ccc(Cc2nnc(SCC(=O)Nc3ccccc3)n(N)c2=O)cc1	6	98	9	107	98	101	-6	103
O=C(O)C1C(=O)NCC1c1ccccc1 (stereo not drawn)	0	98	-13	90	99	99	2	106
Cc1nonc1C(=O)N1CCCC(N2CCN(c3ccc(F)cc3)CC2)C1 (stereo not drawn)	.	97	.	101	109	69	.	97
Cc1ccc(NC(=O)Cn2c(O)c(N=NC(=O)c3cc4ccccc4cc3O)c3ccccc32)cc1	18	105	8	102	99	101	-13	102
C=CCC(C(=O)OC)(C(=O)OC)c1ccc([N+](=O)[O-])cc1[N+](=O)[O-]	-1	100	10	100	100	109	6	103
O=C(CSc1nncs1)NCc1ccc(F)cc1	1	104	-3	91	94	109	4	97
Cc1c(NC(=S)NC(=O)c2ccccc2Br)c(=O)n(-c2ccccc2)n1C	0	108	9	99	104	96	8	98
COc1ccccc1NC(=O)CSCc1cc(=O)n2c(C)csc2n1	4	101	-8	110	102	102	6	108
CCOC(=O)Cc1nnc(NC(=O)Nc2ccccc2)s1	6	110	8	116	102	98	9	102
Cc1ccc(OCC(=O)N/N=C\c2ccc(O)c([N+](=O)[O-])c2)c([N+](=O)[O-])c1	5	108	0	102	109	91	-2	95
COc1ccc(CCn2c(=N)c(C(=O)NCC3CCCO3)cc3c(=O)n4ccccc4nc32)cc1 (stereo not drawn)	-5	101	-5	102	101	100	-1	103
CC(C)C1Nc2ccc(C(=O)NCCCN3CCOCC3)cc2NC1=O (stereo not drawn)	-1	106	4	95	102	122	-1	105
COc1ccc(C(=O)c2c(-c3ccc(OC)cc3)oc3ccccc23)cc1	0	97	10	96	92	99	6	94
COc1ccc(OC)c(CCNC(=O)c2ccc(CS(=O)(=O)c3ccc(Br)cc3)o2)c1	11	99	2	104	96	107	0	105
COc1ccc(/C=C(\NC(=O)c2ccccc2)C(=O)N/N=C/c2sccc2C)cc1	6	104	1	93	100	92	1	96
Cc1cc(C(C)(C)C)oc1C(=O)N(CC(=O)NC1CCCC1)c1ccc(F)cc1	2	95	-3	97	98	89	7	97
